EBI2 antag – antagonists of human EBI2 receptor; P32249; EBI2 beta-arrestin recruitment, luminescence, 7a,25-OHC stimulated; inhibition, % at 5 µM; hit rate 0.81% among 360,000; in the data active means inhibition above about 38%;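 further: enzyme fragment complementation signal reports receptor beta-arrestin coupling in cells; 0% = agonist plus DMSO wells and 100% = wells without agonist; some results beyond the cut were filed as inactive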
Apaf1 inhib – blocks human Apaf-1 apoptosome activity. O14727. reconstituted apoptosome caspase-3 activity, DEVD-Rh110 fluorescence. inhibition, % at 20 µM. hit rate 0.71% among 330,000; active means inhibition of at least 40% at 20 µM;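 further: plate controls were DMSO wells for no effect and DEVD-CHO caspase inhibitor wells for full effect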
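Assay system: Apoptosome proteins | Medium: pH 7.5 Hepes buffer with CHAPS, BSA, DTT | Also added: Cytochrome c and DEVD-Rh110 substrate | Times: 30 min plus 50 min, RT | Detection: Rhodamine 110 fluorescence at Ex 480/Em 540 nm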
Jurkat NFkB inh – inhibitors of the PMA/ionomycin-induced NF-kB reporter in Jurkat cells | PMA/ionomycin-induced NF-kB luciferase reporter, luminescence | inhibition, % at 4 µM | hit rate 0.53% among 330,000 | AID 435003
SENP8 block – inhibitors of human SENP8 protease; purified SENP8, Z-RLRGG-aminoluciferin cleavage, luminescence; inhibition, % at 10 µM; hit rate 1.2% among 330,000
Target sequence (Q96LD8 whole entry, looked up): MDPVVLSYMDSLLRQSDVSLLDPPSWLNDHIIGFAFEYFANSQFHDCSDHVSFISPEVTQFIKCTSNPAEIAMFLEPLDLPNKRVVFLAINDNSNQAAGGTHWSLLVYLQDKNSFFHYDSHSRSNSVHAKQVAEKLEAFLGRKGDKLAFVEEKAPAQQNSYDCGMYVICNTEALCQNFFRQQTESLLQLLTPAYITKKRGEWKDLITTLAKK
Gli-Sufu antag – blocks Gli-Sufu signaling in a luciferase reporter; Sufu-KO-LIGHT fibroblasts, Gli luciferase reporter luminescence; inhibition, % at 5 µM; hit rate 0.74% among 340,000;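 active means inhibition above about 55%, limit read from the data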;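 further: 0% = DMSO-treated cells and 100% = wells with medium but no cells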
UBC13 inh – blocks human UBC13 polyubiquitin chain formation; hit rate 0.47% among 330,000; inhibition, % at 20 µM; AID 485273; TR-FRET; P61088; in the data active means inhibition above about 45%, passing the limit was not always enough
Target sequence (P61088 whole entry, looked up): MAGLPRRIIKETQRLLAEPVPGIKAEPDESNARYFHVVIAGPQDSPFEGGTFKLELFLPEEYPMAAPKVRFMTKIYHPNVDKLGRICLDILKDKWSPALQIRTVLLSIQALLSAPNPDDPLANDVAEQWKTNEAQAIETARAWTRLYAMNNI
697 NFkB inh – lowers PMA/ionomycin-induced NF-kB signal in 697 B cells; 697 B-cell NF-kB luciferase reporter, 16 h; inhibition, % at 4 µM; hit rate 0.33% among 330,000; in the data active means inhibition above about 35%
CCR6 antag – CCR6 (human) receptor antagonism | P51684 | CHO-K1 CCR6 PathHunter beta-arrestin, luminescence, CCL20-stimulated | inhibition, % at 20 µM | hit rate 0.49% among 340,000 | AID 493098;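 active means compounds whose inhibition of the agonist-driven luminescence signal at 20 µM reaches about 50%, limit read from the data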;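 further: cells stimulated with CCL20 at 14 nM final; plate controls were DMSO with CCL20 for no effect and DMSO without agonist for full effect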
Target sequence (P51684 whole entry, looked up): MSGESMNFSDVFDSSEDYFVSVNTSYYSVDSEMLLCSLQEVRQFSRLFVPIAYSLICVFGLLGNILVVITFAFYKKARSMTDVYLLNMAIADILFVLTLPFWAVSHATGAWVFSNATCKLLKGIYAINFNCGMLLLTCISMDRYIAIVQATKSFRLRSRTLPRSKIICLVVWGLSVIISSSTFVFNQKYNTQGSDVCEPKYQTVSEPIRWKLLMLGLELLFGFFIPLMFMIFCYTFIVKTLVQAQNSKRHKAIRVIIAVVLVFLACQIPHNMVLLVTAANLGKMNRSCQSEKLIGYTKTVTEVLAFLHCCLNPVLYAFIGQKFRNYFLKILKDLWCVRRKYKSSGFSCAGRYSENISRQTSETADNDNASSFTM
Starred values were filed as active, the others as inactive. Unless noted, no stated cut-off is given here; in the data, active means inhibition above about 50%; inactive means the rest.

COc1ccc(C(=O)C2CCCN(Cc3c[nH]c4ccccc34)C2)c(OC)c1 (stereo unspecified) was read as EBI2 antag -1.8, Apaf1 inhib -8.6, Jurkat NFkB inh 8.7, SENP8 block -5.1, Gli-Sufu antag 14.2, UBC13 inh 10.8, 697 NFkB inh 4.7 and CCR6 antag 8.8.
Screening Cc1ccc(CNC(=O)c2cc3ccccc3oc2=O)cc1 returned EBI2 antag -17.3, Apaf1 inhib -5.4, Jurkat NFkB inh -14.1, SENP8 block -3.5, Gli-Sufu antag -0.1, UBC13 inh 7.1, 697 NFkB inh -38.3 and CCR6 antag 10.2.
Screening CCN(CC)S(=O)(=O)c1ccc(O)c(C(=O)OCC(=O)N2CCCC2)c1 returned EBI2 antag -9.4, Apaf1 inhib -3.6, Jurkat NFkB inh 17.8, SENP8 block 3.0, Gli-Sufu antag -19.8, UBC13 inh 6.7, 697 NFkB inh -6.0 and CCR6 antag -3.0.
`CCN(CC)c1ccc(/C=C(/C#N)c2nc3ccc(C)cc3[nH]2)c(OC(C)C)c1` gave EBI2 antag 34.7, Apaf1 inhib 15.0, Jurkat NFkB inh -18.5, SENP8 block 1.1, Gli-Sufu antag 15.9, UBC13 inh -31.7, 697 NFkB inh -27.8 and CCR6 antag 51.7*.
O=C(Cc1ccc2c(c1)OCCO2)N/N=C/c1ccco1 was read as EBI2 antag -3.0, Apaf1 inhib -8.7, Jurkat NFkB inh 6.3, SENP8 block -2.6, Gli-Sufu antag -23.0, UBC13 inh 4.4, 697 NFkB inh 8.8 and CCR6 antag 4.2.
CSc1nsc(SC)c1NC(=O)N1CCCC1 was read as EBI2 antag -7.1, Apaf1 inhib -1.1, Jurkat NFkB inh -7.9, SENP8 block -9.6, Gli-Sufu antag 3.8, UBC13 inh -4.6, 697 NFkB inh 12.8 and CCR6 antag -7.3.
For CCOc1ccc(-n2c(SC(C)C(=O)OC)nc3c(c2=O)SCC3)cc1 (stereo unspecified) the results were EBI2 antag -1.8, Apaf1 inhib -5.3, Jurkat NFkB inh 0.5, SENP8 block 2.3, Gli-Sufu antag 0.1, UBC13 inh -5.5, 697 NFkB inh -1.4 and CCR6 antag 12.3.
Screening COc1cc2c(cc1OC)C1CC(=O)C(CC(C)C)CN1CC2 (stereo unspecified) returned EBI2 antag -16.6, Apaf1 inhib 3.3, Jurkat NFkB inh -11.7, SENP8 block -6.1, Gli-Sufu antag 8.3, UBC13 inh -1.7, 697 NFkB inh 0.4 and CCR6 antag 7.8.
For CCOC(=O)N1CCN(C(=O)c2cnsn2)CC1 the results were EBI2 antag -5.9, Apaf1 inhib -1.4, Jurkat NFkB inh -9.7, SENP8 block -2.4, Gli-Sufu antag -0.6, UBC13 inh -17.1, 697 NFkB inh -11.8 and CCR6 antag 0.3.
`C=CCN1CN(S(=O)(=O)c2cccc(Cl)c2)c2nc3ccccc3nc21` gave EBI2 antag 5.7, Apaf1 inhib 6.0, Jurkat NFkB inh -11.9, SENP8 block 13.9, Gli-Sufu antag 11.2, UBC13 inh -8.1, 697 NFkB inh -25.3 and CCR6 antag 13.4.
For CCOC(=O)c1ccc(-n2c(-c3ccco3)nc3ccccc3c2=O)cc1 the results were EBI2 antag -0.8, Apaf1 inhib -3.1, Jurkat NFkB inh 2.3, SENP8 block 2.3, Gli-Sufu antag 11.5, UBC13 inh -13.6, 697 NFkB inh -9.2 and CCR6 antag 13.6.
For Cc1ccc(NC(=O)Cn2c(CCC(=O)O)ccc2-c2ccc(Cl)cc2)cc1 the results were EBI2 antag -3.9, Apaf1 inhib 11.5, Jurkat NFkB inh 18.0, SENP8 block 9.2, Gli-Sufu antag 3.5, UBC13 inh -10.0, 697 NFkB inh -0.7 and CCR6 antag -1.5.
For O=C(CCCOc1ccccc1)NCc1ccco1 the results were EBI2 antag 0.9, Apaf1 inhib 8.7, Jurkat NFkB inh 0.0, SENP8 block -2.0, Gli-Sufu antag 3.2, UBC13 inh 6.4, 697 NFkB inh -0.9 and CCR6 antag -13.3.
For COc1cccc(/C=N/NC(=O)c2cnn(-c3ccccc3)c2N)c1 the results were EBI2 antag 2.8, Apaf1 inhib 16.7, Jurkat NFkB inh -67.6, SENP8 block 71.4*, Gli-Sufu antag -34.7, UBC13 inh 0.0, 697 NFkB inh -59.2 and CCR6 antag 0.8.
`COc1ccc2cc(C(=O)C3CCCN(C(=O)c4cncs4)C3)ccc2c1` (stereo unspecified) gave EBI2 antag 5.6, Apaf1 inhib 13.7, Jurkat NFkB inh -14.1, SENP8 block -4.0, Gli-Sufu antag -5.6, UBC13 inh 19.3, 697 NFkB inh 6.3 and CCR6 antag 4.8.
`CCc1ccc(N2CC(C(=O)OCC(=O)NC3CCS(=O)(=O)C3)CC2=O)cc1` (stereo unspecified) gave EBI2 antag 2.5, Apaf1 inhib -4.0, Jurkat NFkB inh -21.1, SENP8 block -9.3, Gli-Sufu antag 4.9, UBC13 inh -21.1, 697 NFkB inh 6.6 and CCR6 antag -11.9.
Screening c1ccc(CNc2ncnc3nc[nH]c23)cc1 returned EBI2 antag 6.7, Apaf1 inhib -8.0, Jurkat NFkB inh 17.9, SENP8 block 0.7, Gli-Sufu antag 0.6, UBC13 inh 3.4, 697 NFkB inh -4.5 and CCR6 antag 1.8.
Cc1ccc(N2C(=O)C3CCCN3C2=S)cc1C (stereo unspecified) was read as EBI2 antag -7.6, Apaf1 inhib 1.1, Jurkat NFkB inh 1.0, SENP8 block 5.8, Gli-Sufu antag -0.7, UBC13 inh 4.4, 697 NFkB inh -3.4 and CCR6 antag 5.7.
For O=C(CSc1nc2ccccc2c(=O)n1-c1ccc(F)cc1)Nc1cc(S(=O)(=O)N2CCOCC2)ccc1Cl the results were EBI2 antag 9.2, Apaf1 inhib -1.9, Jurkat NFkB inh 17.0, SENP8 block 3.1, Gli-Sufu antag 16.6, UBC13 inh 23.7, 697 NFkB inh -49.4 and CCR6 antag 11.3.
Screening COc1ccc(-c2cc(C(=O)NCCN3CCOCC3)c3ccccc3n2)c(OC)c1 returned EBI2 antag -7.9, Apaf1 inhib 0.0, Jurkat NFkB inh -3.4, SENP8 block -4.3, UBC13 inh -9.5, 697 NFkB inh -15.8 and CCR6 antag 13.6.
`CCOc1ccc(CNC(=O)CCCc2cn(C)c3ccccc23)cc1OC` gave EBI2 antag 7.5, Apaf1 inhib 11.8, Jurkat NFkB inh -1.4, SENP8 block 2.5, Gli-Sufu antag 5.7, UBC13 inh -8.0, 697 NFkB inh -35.7 and CCR6 antag 11.0.
Screening COc1ccc(C(=O)N(CCc2ccccc2)Cc2ccccc2)cc1S(=O)(=O)N1CCOCC1 returned EBI2 antag 9.5, Apaf1 inhib 45.0*, Jurkat NFkB inh -6.8, SENP8 block 3.8, Gli-Sufu antag -0.1, UBC13 inh 14.2, 697 NFkB inh 1.7 and CCR6 antag 9.0.
`CCn1c(=O)c2sccc2n(Cc2cccc(C)c2)c1=O` gave EBI2 antag -6.5, Apaf1 inhib 5.5, Jurkat NFkB inh -37.7, SENP8 block -0.8, Gli-Sufu antag 4.0, UBC13 inh 19.3, 697 NFkB inh -76.5 and CCR6 antag 13.4.
`c1ccc(-c2nccc(-c3ccc(-n4cnc5ccccc54)cc3)n2)cc1` gave EBI2 antag -0.8, Apaf1 inhib 19.5, Jurkat NFkB inh -2.1, SENP8 block -6.5, Gli-Sufu antag 6.8, UBC13 inh 11.7, 697 NFkB inh -1.8 and CCR6 antag 5.3.
For O=C(Cn1c(=O)cnc2ccccc21)N1CCN(S(=O)(=O)c2cccc([N+](=O)[O-])c2)CC1 the results were EBI2 antag -8.5, Apaf1 inhib 0.9, Jurkat NFkB inh 8.0, SENP8 block -6.1, Gli-Sufu antag 0.1, UBC13 inh 0.5, 697 NFkB inh 21.6 and CCR6 antag -0.8.
For C/C(=N\NC(=O)c1ccoc1C)c1ccccc1O the results were EBI2 antag -5.4, Apaf1 inhib 3.2, Jurkat NFkB inh -29.9, SENP8 block 37.2, Gli-Sufu antag 6.3, UBC13 inh 3.8, 697 NFkB inh -38.2 and CCR6 antag 21.8.
`Cc1ccc(NC(=O)Cn2c(=O)cnc3ccccc32)cc1S(=O)(=O)N1CCOCC1` gave EBI2 antag -2.8, Apaf1 inhib -2.4, Jurkat NFkB inh 0.3, SENP8 block -6.8, Gli-Sufu antag -24.5, UBC13 inh -2.9, 697 NFkB inh 13.7 and CCR6 antag 10.4.
CNC(=O)N(C1=NCC(C)(C)S1)c1ccc(F)c(Cl)c1 was read as EBI2 antag 8.1, Apaf1 inhib 13.4, Jurkat NFkB inh 15.2, SENP8 block -5.6, Gli-Sufu antag -5.8, UBC13 inh -2.1, 697 NFkB inh -7.8 and CCR6 antag 9.5.
O=C(CCCC(=O)N(c1ccc(F)cc1)C(C(=O)NC1CCCC1)c1ccc(O)cc1)Nc1ccccn1 (stereo unspecified) was read as EBI2 antag 22.1, Apaf1 inhib 6.3, Jurkat NFkB inh -21.1, SENP8 block 3.6, Gli-Sufu antag -14.2, UBC13 inh 0.5, 697 NFkB inh 11.2 and CCR6 antag 13.0.
For O=C(Nc1nnc(-c2cccs2)o1)c1ccco1 the results were EBI2 antag 0.1, Apaf1 inhib 2.0, Jurkat NFkB inh -4.3, SENP8 block 6.2, Gli-Sufu antag -2.5, UBC13 inh -7.7, 697 NFkB inh -5.4 and CCR6 antag -2.8.
For CCOC(=O)CSc1nc2ccc(C)cc2n2cnnc12 the results were EBI2 antag 7.5, Apaf1 inhib -8.7, Jurkat NFkB inh 4.4, SENP8 block -12.4, Gli-Sufu antag -3.9, UBC13 inh -12.8, 697 NFkB inh -23.0 and CCR6 antag 17.0.
`C/C(=N\Nc1nnc(-c2ccccc2)c(-c2ccccc2)n1)c1cccc([N+](=O)[O-])c1` gave EBI2 antag 5.3, Apaf1 inhib 3.5, Jurkat NFkB inh 11.1, SENP8 block 1.2, Gli-Sufu antag 3.2, UBC13 inh 1.0, 697 NFkB inh 22.0 and CCR6 antag 15.2.
`Cc1cccc(N2CCN(C(=O)c3ccc(Cl)c(NC4=NC5CS(=O)(=O)CC5S4)c3)CC2C)c1` (stereo unspecified) gave EBI2 antag -13.5, Apaf1 inhib 2.3, Jurkat NFkB inh 7.0, SENP8 block -9.9, Gli-Sufu antag -5.5, UBC13 inh 8.9, 697 NFkB inh 5.5 and CCR6 antag 6.2.
Screening CCOc1ccc(N2C(=O)Nc3ccccc3C2(O)C(=O)NCc2ccc(F)cc2)cc1 (stereo unspecified) returned EBI2 antag -0.6, Apaf1 inhib 12.2, Jurkat NFkB inh 5.2, SENP8 block -11.2, Gli-Sufu antag -7.0, UBC13 inh -1.7, 697 NFkB inh 2.7 and CCR6 antag -17.6.
CS(=O)(=O)c1ccc2nc(NC(=O)C3=NN(c4ccccc4)C(=O)CC3)sc2c1 was read as EBI2 antag -15.7, Apaf1 inhib -9.6, Jurkat NFkB inh 1.5, SENP8 block -0.2, Gli-Sufu antag -22.1, UBC13 inh -1.8, 697 NFkB inh 15.5 and CCR6 antag 1.9.
Screening O=C(NNC1CC(=O)N(c2cccc(Cl)c2)C1=O)c1cccnc1 (stereo unspecified) returned EBI2 antag -3.8, Apaf1 inhib 4.6, Jurkat NFkB inh -2.8, SENP8 block -13.7, Gli-Sufu antag -2.9, UBC13 inh -17.8, 697 NFkB inh 0.7 and CCR6 antag 21.2.

In the list so far, these contain an NH in an aromatic ring:
COc1ccc(C(=O)C2CCCN(Cc3c[nH]c4ccccc34)C2)c(OC)c1 (stereo unspecified) was read as EBI2 antag -1.8, Apaf1 inhib -8.6, Jurkat NFkB inh 8.7, SENP8 block -5.1, Gli-Sufu antag 14.2, UBC13 inh 10.8, 697 NFkB inh 4.7 and CCR6 antag 8.8.
`CCN(CC)c1ccc(/C=C(/C#N)c2nc3ccc(C)cc3[nH]2)c(OC(C)C)c1` gave EBI2 antag 34.7, Apaf1 inhib 15.0, Jurkat NFkB inh -18.5, SENP8 block 1.1, Gli-Sufu antag 15.9, UBC13 inh -31.7, 697 NFkB inh -27.8 and CCR6 antag 51.7*.
Screening c1ccc(CNc2ncnc3nc[nH]c23)cc1 returned EBI2 antag 6.7, Apaf1 inhib -8.0, Jurkat NFkB inh 17.9, SENP8 block 0.7, Gli-Sufu antag 0.6, UBC13 inh 3.4, 697 NFkB inh -4.5 and CCR6 antag 1.8.

Assay outcomes from PubChem.

An excerpt; rates above refer to the full screens.
